Mac1 fbg inh – inhibitors of CD11b/CD18 adhesion to fibrinogen, primary screen, K562 cells, luminescence; hit rate 0.54% among 93,000; ATPlite luminescence; Mn2+ added to activate the integrin; inhibition, % at 10 µM; Integrin beta-2 (Homo sapiens) + Integrin alpha-M (Homo sapiens), P05107+P11215;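 active = primary inhibition of 50% or more at 10 µM, then 40% or more on retest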; note: some results filed as inactive read as strong as hits
Target sequence (P05107 whole entry, looked up, other chains not shown): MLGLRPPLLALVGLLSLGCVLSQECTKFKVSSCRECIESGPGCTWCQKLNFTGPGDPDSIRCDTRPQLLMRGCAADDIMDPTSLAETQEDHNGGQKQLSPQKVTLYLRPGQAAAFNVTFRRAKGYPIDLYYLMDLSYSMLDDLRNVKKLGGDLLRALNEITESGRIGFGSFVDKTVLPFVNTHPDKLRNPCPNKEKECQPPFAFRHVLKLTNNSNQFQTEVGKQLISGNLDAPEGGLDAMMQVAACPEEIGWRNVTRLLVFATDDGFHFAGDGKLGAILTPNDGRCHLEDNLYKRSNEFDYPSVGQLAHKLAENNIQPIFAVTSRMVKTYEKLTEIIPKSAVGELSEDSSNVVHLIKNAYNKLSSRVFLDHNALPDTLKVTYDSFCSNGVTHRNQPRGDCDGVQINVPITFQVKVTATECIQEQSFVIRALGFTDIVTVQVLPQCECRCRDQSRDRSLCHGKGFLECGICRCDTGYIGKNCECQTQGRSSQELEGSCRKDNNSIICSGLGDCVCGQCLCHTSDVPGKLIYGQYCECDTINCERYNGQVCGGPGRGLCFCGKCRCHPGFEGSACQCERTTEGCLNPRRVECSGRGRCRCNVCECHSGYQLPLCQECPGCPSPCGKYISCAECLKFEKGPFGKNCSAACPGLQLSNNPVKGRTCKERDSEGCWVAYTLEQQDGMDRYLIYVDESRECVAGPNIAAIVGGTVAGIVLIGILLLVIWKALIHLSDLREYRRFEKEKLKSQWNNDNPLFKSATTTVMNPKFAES
Mac1 fbg enh – enhancers of CD11b/CD18 adhesion to fibrinogen, primary screen, K562 cells, luminescence; Integrin beta-2 (Homo sapiens) + Integrin alpha-M (Homo sapiens), P05107+P11215; ATPlite luminescence; activation, % at 10 µM; hit rate 0.07% among 93,000; AID 1499, 2009;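 active = 10 µM primary screen giving 50% or more activity, confirmed by 40% or more on retest at that dose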; note: strong numbers were not always called active; reference of the scale not given here
MT1-MMP txn act – MT1-MMP promoter reporter activation – cell-based, luciferase luminescence, primary screen | HT1080 MT1-MMP promoter luciferase reporter, overnight; stronger effect = higher value | activation factor at 10 µM | hit rate 0.16% among 86,000 | AID 750, 2007;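 active = activation factor of at least 2 for MT1-MMP transcription at 10 µM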
Starred values were filed as active, the others as inactive; . = no result given. Not all compounds are listed; count on the stated rates, not on these rows.

molecule | Mac1 fbg inh | Mac1 fbg enh | MT1-MMP txn act
O=C(N/N=C/c1ccncc1)c1cc([N+](=O)[O-])cc([N+](=O)[O-])c1 | -7.6 | -1.5 | .
CCOC(=O)c1c(C)[nH]c(C(=O)N/N=C\c2ccccc2O)c1C | 6.8 | 1.1 | .
O=C(Oc1ccc2c(c1)OCO2)C12CC3CC(CC(C3)C1)C2 | 7.5 | 1.0 | .
O=[N+]([O-])c1ccccc1/C=N/NC1=NCCCCC1 | 7.4 | 2.1 | .
Cc1ccc(C(=O)CC2C(=O)N(c3ccccc3)C(=S)N2c2ccccc2)cc1 (stereo not given) | -1.8 | 9.1 | .
O=C(CCCSc1nc2ccccc2[nH]1)Nc1ccccc1 | 1.1 | 1.2 | .
CCOC(=O)C(NC(=O)NCc1cccc(C(F)(F)F)c1)(OCC)C(F)(F)F (stereo not given) | 5.8 | 1.6 | .
COC(=O)c1ccccc1NC(=O)Cc1nc(-c2ccccc2)sc1-c1ccc(C)cc1 | 19.3 | 20.3 | .
COc1cccc(/C=N/NC(=O)CNC(=O)c2ccc3c(c2)OCCO3)c1O | -3.7 | 0.6 | .
Cc1ccc(NC(=O)CSc2ccc(C(N)=O)cc2[N+](=O)[O-])cc1 | 7.8 | -6.0 | .
Cc1ccc(NC(=O)/C(=C/C=C/c2ccccc2)NC(=O)c2ccccc2)cc1 | 9.2 | -3.9 | .
N#C/C(=C\C=C\c1ccccc1)c1nc(-c2ccc3c(c2)OCO3)cs1 | 2.1 | 8.9 | .
CC(=O)N1N=C(c2ccccc2)OC1(C)CC(=O)Nc1ccccc1 (stereo not given) | 11.5 | 0.4 | .
COc1cc(/C=C2\SC(=O)N(CCNC(=O)c3cnc(C)cn3)C2=O)cc(OC)c1OC | -8.1 | 0.9 | .
Oc1ccc(C2=NNC(=NCc3ccc4c(c3)OCO4)SC2)c(O)c1 | -5.4 | -2.0 | .
COc1ccc(OC)c(C(=O)CN2CCN(S(=O)(=O)c3ccc(Br)cc3)CC2)c1 | -24.4 | 5.0 | 0.8

6 neighbouring entries already listed:
molecule | Mac1 fbg inh | Mac1 fbg enh | MT1-MMP txn act
O=C(CCCSc1nc2ccccc2[nH]1)Nc1ccccc1 | 1.1 | 1.2 | .
CCOC(=O)C(NC(=O)NCc1cccc(C(F)(F)F)c1)(OCC)C(F)(F)F (stereo not given) | 5.8 | 1.6 | .
COC(=O)c1ccccc1NC(=O)Cc1nc(-c2ccccc2)sc1-c1ccc(C)cc1 | 19.3 | 20.3 | .
COc1cccc(/C=N/NC(=O)CNC(=O)c2ccc3c(c2)OCCO3)c1O | -3.7 | 0.6 | .
Cc1ccc(NC(=O)CSc2ccc(C(N)=O)cc2[N+](=O)[O-])cc1 | 7.8 | -6.0 | .
Cc1ccc(NC(=O)/C(=C/C=C/c2ccccc2)NC(=O)c2ccccc2)cc1 | 9.2 | -3.9 | .

(further entries)
molecule | Mac1 fbg inh | Mac1 fbg enh | MT1-MMP txn act
CCc1nn(C(C)C(=O)NCCc2ccc(OC)c(OC)c2)c(=O)c2cc3occc3n12 (stereo not given) | -1.6 | -0.2 | 1
Cc1ccccc1OCCCCCNCCO | -21.2 | 3.1 | 1.2
Cc1c[n+]([O-])n(-c2ccc(C(=O)O)cc2)n1 | 7.4 | -3.2 | 0.9
Cc1cc(N2CCOCC2)nc2ccc(NC(=O)CCC(=O)N3CCCCC3)cc12 | -3.6 | -5.3 | 1.3
O=C(NCCN1CCOCC1)c1cc2sccc2n1Cc1ccc(F)cc1 | -4.4 | -5.0 | 1.2
O=C(Cc1cccs1)N1CCC(c2nc3c(nnn3Cc3ccc(F)cc3)c(=O)[nH]2)CC1 | 10.3 | -3.5 | 1.1
CCOc1ncccc1C(=O)Nc1ccc2c(C)cc(=O)oc2c1 | -43.4 | 14.8 | 1.2
c1ccc(-c2nnc(CSc3nc4ccccc4[nH]3)o2)cc1 | 4.3 | -3.8 | 1

Some values from the entries so far:
c1ccc(-c2nnc(CSc3nc4ccccc4[nH]3)o2)cc1 | Mac1 fbg inh: 4.3
Cc1ccccc1OCCCCCNCCO | MT1-MMP txn act: 1.2
CCc1nn(C(C)C(=O)NCCc2ccc(OC)c(OC)c2)c(=O)c2cc3occc3n12 (stereo not given) | MT1-MMP txn act: 1
O=C(NCCN1CCOCC1)c1cc2sccc2n1Cc1ccc(F)cc1 | Mac1 fbg enh: -5.0

The list continues.
molecule | Mac1 fbg inh | Mac1 fbg enh | MT1-MMP txn act
Cc1nc2cc(S(=O)(=O)N3CCC(C(=O)O)CC3)ccc2n1C1CCCC1 | 2.5 | -0.8 | 1
CCOC(=O)N1CCC(NC(=O)CCc2cn(C)c3ccccc23)CC1 | 1.2 | 1.4 | 1.1
O=S(=O)(Nc1cccc2ncccc12)c1cccs1 | -34.1 | 2.6 | 0.1
Clc1ccc(OCCN2CCN(c3ncnc4sccc34)CC2)cc1 | 99.3* | -8.1 | 1.1
CN1CCC2(CC1)Nc1nc(SCc3ccc(Cl)cc3)nn1C1=C2CN(C)CC1 | -7.6 | -3.7 | 1.1
COc1ccc(OC)c(NS(=O)(=O)c2ccc(N3CCCC3=O)cc2)c1 | 27.8 | -6.0 | 0.3
CC(CC(=O)c1cccs1)CC(=O)c1cccs1 | 0.7 | 0.7 | 1.9
CCOC(=O)Cn1cnc2c(cnn2-c2ccc(Cl)cc2)c1=O | 7.3 | 0.9 | 1.1
CCCn1c(NC(=O)c2ccco2)nc2ccccc21 | 12.4 | -2.6 | 0.9
COc1cc2[nH]c(=O)n(CCCCCC(=O)NCCCN3CCOCC3)c(=O)c2cc1OC | -22.8 | -1.3 | 1.2
COc1cc2c(C#N)c(N3CCN(c4ccccc4OC)CC3)nc(N)c2c(N)n1 | 68.5 | 11.2 | 1.1
CS(=O)CCC(NS(=O)(=O)c1ccccc1)C(=O)O (stereo not given) | 28.1 | -1.7 | 1.2
COc1ccccc1N1CCN(C(=O)c2c(-c3ccccc3)noc2C)CC1 | 9.8 | 1.0 | 0.7
Cc1nnc(C)n1/N=C/c1cc(Br)ccc1O | 15.3 | -3.3 | 1
Cc1ccccc1Nc1cc2ccccc2c(=O)[nH]1 | 50.6 | 3.2 | 1
CCOC(=O)c1ccc(NC(=O)CS(=O)(=O)c2cn(CC)c3ccccc23)cc1 | -3.6 | -3.2 | 1

The list goes on, starting with the last 3 of the part before.
molecule | Mac1 fbg inh | Mac1 fbg enh | MT1-MMP txn act
Cc1nnc(C)n1/N=C/c1cc(Br)ccc1O | 15.3 | -3.3 | 1
Cc1ccccc1Nc1cc2ccccc2c(=O)[nH]1 | 50.6 | 3.2 | 1
CCOC(=O)c1ccc(NC(=O)CS(=O)(=O)c2cn(CC)c3ccccc23)cc1 | -3.6 | -3.2 | 1
Cn1c(CCNC(=O)c2ccc(F)cc2)nc2ccccc21 | 10.7 | -1.3 | 1.1
CCC(=O)Nc1ccc(-c2nnc(SCC(=O)NCC3CCCO3)n2C)cc1 (stereo not given) | -4.0 | 2.2 | 1.1
Cn1c(=O)n(CC(=O)NC2CCCCC2)c(=O)c2ccccc21 | -19.6 | 3.6 | 1
O=C(NCCc1ccccc1)C1CCCN(S(=O)(=O)c2cccc3nsnc23)C1 (stereo not given) | 18.7 | 3.2 | 1.2
CCc1nn(C(C)C(=O)Nc2cccc(C)c2C)c(=O)c2cc3occc3n12 (stereo not given) | 2.4 | -3.1 | 1.1
CCN1C(=O)c2cccc3c(NC(=O)c4ccc(S(=O)(=O)N(C)C)cc4)ccc1c23 | 4.6 | 2.9 | 1.1
O=C(/C(=N\O)n1cncn1)c1ccc(Br)cc1Br | 0.9 | 0.9 | 1.2
O=C(NCC1COc2ccccc2O1)c1ccco1 (stereo not given) | 9.3 | -2.2 | 1.2
CCNCCNC(=O)c1c(O)c2ccccc2n(CC)c1=O | -8.1 | -3.3 | 1.4
O=S(=O)(Cc1ccccc1)Nn1cnnc1 | -15.1 | -1.9 | 1.3
O=C(O)c1cccc(COc2ccccc2Cl)c1 | -4.5 | -5.0 | 0
CCCn1c(C)cc(C(=O)COc2ncnc3sccc23)c1C | 5.4 | 9.1 | 1
CC(=O)c1ccc2c(c1)Nc1ccccc1S2 | -12.9 | 0.8 | 1
O=C(NCc1ccco1)c1cc(-c2ccc(Cl)cc2)on1 | -2.5 | 26.8 | 1.3
CCCCCn1c(=O)[nH]c2cc(C(=O)NCCN(CC)CC)ccc2c1=O | 8.3 | 0.8 | 1
COc1cc(C2C(C#N)=C(C)NC3=C2C(=O)c2ccccc23)cc(OC)c1OC (stereo not given) | 21.0 | -7.3 | 0.5
COCCCNC(=O)c1ccc2c(c1)ncn2-c1ccccc1OC | -8.5 | 0.6 | 1
COc1ccc(Nc2nc(Nc3ccc(OC)cc3)nc(-n3[nH]c(=O)c(C)c3C)n2)cc1 | 7.1 | 14.4 | 1
COc1ccc(C(=O)CSc2nnc(COc3ccc(C#N)cc3)n2-c2ccccc2)cc1 | -3.3 | 0.3 | 1.1
C=CCN(C(=O)CNC(=O)c1ccco1)C(C(=O)NC1CCCCC1)c1ccccc1F (stereo not given) | -3.9 | 1.5 | 1
O=C(CSc1nc(-c2ccccc2)cs1)N1CCN(C(=O)c2ccco2)CC1 | -3.2 | 1.7 | 1.1
CCOc1ccccc1OCC(=O)Nc1nnc(C)s1 | -2.1 | 4.2 | 1.1
CCOC(=O)c1c(NC(=O)CN(CC)CC)sc2c1CCC2 | 5.1 | -2.0 | 1.3
O=C(Cc1cccs1)N1CCC(c2nc3c(nnn3Cc3ccccc3)c(=O)[nH]2)CC1 | -0.9 | -4.7 | 1
COCCn1c(=O)[nH]c2cc(C(=O)NCCc3ccc(OC)c(OC)c3)ccc2c1=O | -9.4 | -5.5 | 1.1
COC(=O)c1nc2n(n1)C(c1cc(OC)ccc1OC)C(C(=O)OC1CCCCC1)=C(C)N2 (stereo not given) | -7.3 | -4.3 | 1.1
CCOc1ccccc1-n1c(SCC(N)=O)nnc1-c1cccnc1 | -3.5 | -1.7 | 0.9
Cc1ccccc1Cn1nc(C)c(NC(=O)c2cc(-c3cccs3)on2)c1C | -4.7 | -2.5 | 1
COCCn1c(SCC#N)nnc1-c1ccccc1O | 2.1 | -2.4 | 1.2
CCOC(=O)c1sc(Nc2nc3c(OC)cccc3s2)nc1C | 45.5 | -4.1 | 1.6
Cc1nc(NCc2ccccc2)c(C(N)=O)c2c1COC(C)(C)C2 | 42.5 | 2.0 | 1
Nc1cc(OC(=O)c2cccs2)nn1S(=O)(=O)c1ccccc1 | -2.4 | -4.3 | 1.2
Cc1nc(NCc2ccco2)c2oc3ccccc3c2n1 | -30.5 | 2.6 | 1
CCc1nnc(NC(=O)CN2CCN(c3ccccc3OC)CC2)s1 | 10.0 | 3.6 | 0.8
CCC(C(=O)NC(C)CCc1ccccc1)n1nc(C)n2c(cc3occc32)c1=O (stereo not given) | 5.4 | -4.3 | 1.1
O=S(=O)(NCc1ccccc1)c1ccc2c(c1)OCCO2 | 7.2 | 2.8 | 1
Cn1c(CO)nc2cc(N)ccc21 | 1.7 | 2.0 | 1.2
Cc1cc2cc(CNC(=O)C3CC3)ccc2n1C | -11.9 | -4.1 | 1.1
Cc1ccccc1CS(=O)(=O)Cc1ccc(C(=O)N2CCOCC2)o1 | 12.9 | -4.6 | 1
CC(=O)Nc1c(O)n(C)c2ccccc12 | -33.6 | -3.5 | 1.1

An excerpt from above in order of heavy-atom count, high to low:
molecule | Mac1 fbg inh | Mac1 fbg enh | MT1-MMP txn act
Cc1ccccc1CS(=O)(=O)Cc1ccc(C(=O)N2CCOCC2)o1 | 12.9 | -4.6 | 1
Cc1cc2cc(CNC(=O)C3CC3)ccc2n1C | -11.9 | -4.1 | 1.1
CC(=O)Nc1c(O)n(C)c2ccccc12 | -33.6 | -3.5 | 1.1

(list continues)
molecule | Mac1 fbg inh | Mac1 fbg enh | MT1-MMP txn act
Cc1cccc(N2CCN(C(=O)C3CCN(c4nnc(-n5cccc5)s4)CC3)CC2C)c1 (stereo not given) | 1.4 | 3.7 | 1.1
Nc1nnc(CSc2ccc(Cl)cc2)s1 | -1.7 | 1.9 | 1.1
COc1ccccc1-n1cnc2cc(C(=O)NCc3ccco3)ccc21 | -9.3 | 2.6 | 1
Cc1onc(-c2c(F)cccc2Cl)c1C(=O)Nc1c(C)n(C)n(-c2ccccc2)c1=O | 22.4 | -2.3 | 1.2
CCOC(=O)C1CCN(C2CC(=O)N(c3cccc(Cl)c3)C2=O)CC1 (stereo not given) | -4.3 | 4.2 | 1.1
CCOC(=O)N1CCC(NC(=O)C(NS(=O)(=O)c2ccc3c(c2)CCN3C(C)=O)C(C)C)CC1 (stereo not given) | -1.9 | -2.6 | 1.2
O=C(NC(=O)c1ccccc1)NC1(C(F)(F)F)OCCO1 | -5.5 | -0.5 | 1.4
CC(=O)Nc1nnc(SCC(=O)NCC2CCCO2)s1 (stereo not given) | 3.3 | -5.5 | 1
COc1ccc(OC)c(NC(=O)c2cc(S(=O)(=O)NCc3ccco3)ccc2F)c1 | -9.3 | -4.9 | 1.1

Compound activity from PubChem.
